Screening results: PubChem, Southern Research Specialized Biocontainment Screening Center
K1F lysis inhibition – inhibition of K1F phage lysis, E. coli UTI89, bacterial capsule biogenesis inhibitors, alamar blue (AID 488966); one-dose inhibition, % at 100 µM; IC50 in µM for titrated hits; E. coli UTI89 K1F phage lysis, alamar blue, 2 h; higher % means a stronger effect; 340,000 tested, 0.02% active;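 active = phage lysis inhibition, versus mean bacterial control, above a set limit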;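 also: capsule biogenesis inhibitors block K1F phage lysis so surviving cells raise fluorescence; higher fluorescence means more inhibition of phage lysis; actives were called in the ten point dose series up to 300 µM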
An asterisk follows results filed as active; [ ] = dose if it differs, or a comment.

SMILES	K1F lysis inhibition
O=C(CC(=O)OCc1ccccc1)OCc1ccccc1	5.8%
O=C(NCCc1ccccn1)c1ccc(OC2CCN(Cc3ccccn3)CC2)cc1	1.4%[50 µM]
Cc1cc(C(=O)CCC(=O)NC(C)c2ccc(S(N)(=O)=O)cc2)c(C)s1 (stereo not given)	1.2%[50 µM]
CCN(C(=O)CSc1nnc(C(C)N(C)C)n1-c1ccc(F)cc1)C1CCS(=O)(=O)C1 (stereo not given)	0.8%[50 µM]
O=C(COc1cccc(F)c1)NNC(=O)Cc1ccc(Br)cc1	0.7%[50 µM]
Cc1nc(Nc2nc3c(c(=O)[nH]2)CCC3)nc2ccccc12	-0.2%
Cc1ccccc1OCC(=O)NCC(c1ccco1)N1CCCCC1 (stereo not given)	1.1%
CC1(C)Cc2cccc(OCC(=O)N3CCN(c4cccc(C(F)(F)F)c4)CC3)c2O1	0.2%[50 µM]
COc1cc(OC)cc(C(=O)NNC(=O)c2ccc3ccccc3n2)c1	0.4%[50 µM]
CCC(CC)NC(=O)CN1CCN(S(=O)(=O)c2ccc(Br)s2)CC1	0.7%[50 µM]
CC(NC(=O)COC(=O)CCC(=O)c1ccc(Cl)cc1)c1ccccc1 (stereo not given)	-0.2%
C[C@H](CO)N1C[C@H](C)[C@@H](CN(C)S(=O)(=O)c2cn(C)cn2)Oc2ccc(NC(=O)C3CCCCC3)cc2C1=O	0.3%
N#CCC(=O)Nc1ccc(C(=O)OCC(=O)Nc2ccc3ccccc3c2)cc1	0.1%[50 µM]
Cc1cc(C)c(NC(=O)CNC(=O)c2ccccc2SCC(=O)N2CCCC2)c(C)c1	0.5%[50 µM]
COc1ccc(-n2ccn(CC(=O)Nc3ccc(OC)cc3OC)c(=O)c2=O)cc1	-0.1%
Cc1cc(=O)oc2cc(OC(C(=O)O)c3ccccc3)ccc12 (stereo not given)	0.4%
O=C(CSc1nnc(-c2ccccn2)o1)Nc1ccccc1Cl	-0.8%
COC(=O)c1cccc(NC(=S)N2CCN(C)CC2)c1	0.5%
CCN(C[C@H]1N[C@@](C)(C(=O)OC)[C@H]2C(=O)N(Cc3ccccc3)C(=O)[C@@H]12)C(=O)Nc1ccc(F)cc1	0.1%
Cc1ccc(CSCc2ccc(C(=O)NCCC(C)C)o2)cc1	0.0%
CN(C)S(=O)(=O)c1cc(NC(=O)COC(=O)c2nc(Cl)ccc2Cl)ccc1Cl	-1.5%
COc1ccc(C2/C=C\CN(C(=O)c3ccccc3)CC(=O)N2Cc2cccc(F)c2)cc1 (stereo not given)	-0.2%
Cc1cccc(-n2nc3c(c2NC(=O)CCCl)CSC3)c1	0.3%
Cc1ccccc1OCCNC(=O)c1ccco1	0.1%
Cc1ccc(C)c(NC(=O)c2cc(-c3ccccc3O)n[nH]2)c1	1.6%[50 µM]

Another view of part of the listing above:
SMILES,K1F lysis inhibition
CC1(C)Cc2cccc(OCC(=O)N3CCN(c4cccc(C(F)(F)F)c4)CC3)c2O1,0.2%[50 µM]
COc1cc(OC)cc(C(=O)NNC(=O)c2ccc3ccccc3n2)c1,0.4%[50 µM]
CCC(CC)NC(=O)CN1CCN(S(=O)(=O)c2ccc(Br)s2)CC1,0.7%[50 µM]
CC(NC(=O)COC(=O)CCC(=O)c1ccc(Cl)cc1)c1ccccc1 (stereo not given),-0.2%

Carrying on:
SMILES	K1F lysis inhibition
COc1ccc(NC(=O)NNC(=O)c2ccc(-c3ccccc3)cc2)c(OC)c1	0.1%
COc1cccc(CNC(=O)C2CCCN(C(=O)c3ccc(Cl)cc3)C2)c1 (stereo not given)	0.4%[50 µM]
COc1cc([N+](=O)[O-])ccc1NC(=O)C1CCCN(S(C)(=O)=O)C1 (stereo not given)	0.6%[50 µM]
O=C(C[n+]1ccc(C(=O)NCc2ccccc2)cc1)c1ccc(Cl)cc1	0.2%
COc1cccc(NC(=O)C(NCCc2ccc(S(N)(=O)=O)cc2)c2ccccc2)c1 (stereo not given)	-0.2%
Cc1ccc(C(=O)N2CCC(C(=O)Nc3cccc([N+](=O)[O-])c3)CC2)cc1	-0.2%
O=C(NC(=S)Nc1ccccc1Br)c1cccnc1	0.1%
CC(C)c1ccc(NC(=O)c2ccc3c(c2)C(=O)N(Cc2cccnc2)C3=O)cc1	1.1%[50 µM]
Cc1cc(C)n(CC(=O)NCc2ccccc2)c(=O)c1C#N	0.3%
C=CCNC(=O)c1ccc2c3n(nc2c1)-c1ccc(Cl)cc1CO3	-1.3%
Cc1cccc(C(=O)OCC(=O)c2cccc(Br)c2)c1O	1.4%[50 µM]
COc1ccc(Cl)cc1NC(=O)COC(=O)C1CC1	0.2%[50 µM]
COc1ccc(S(=O)(=O)N2N=C(c3cccc(NS(C)(=O)=O)c3)CC2c2ccco2)cc1 (stereo not given)	-0.4%
CC(Oc1ccc2c3c(c(=O)oc2c1)CCC3)C(=O)N[C@@H](Cc1ccccc1)C(=O)O (stereo not given in full)	2.7%
CCN(CC)c1nc(Nc2ccc([N+](=O)[O-])cc2)nc(N(CC)CC)n1	0.2%
Cc1ccc(NC(=O)c2cccs2)cc1NC(=O)c1ccccc1Cl	0.3%
Clc1ccc(-c2cn3ccccc3n2)cc1	-0.4%
COc1ccc(-c2cn(CCN)c(-c3ccncc3)n2)cc1	-0.9%
Fc1ccc2cnc(-c3ccccc3)c(-c3ccc(C(F)(F)F)cc3)c2c1	0.8%
C=CCn1c(SCC(=O)NCC)nc2sc3c(c2c1=O)CCC3	-0.1%
COc1cc(C(=O)OCC(=O)c2ccc(S(=O)(=O)N3CCCCC3)cc2)cc(OC)c1OC	0.3%[50 µM]
CC1(C)c2[nH]c3ccccc3c2C[C@H]2C(=O)N(Cc3ccccc3)C(=O)N21	1.0%
CCOc1cc2c(cc1/C=C/c1noc(C)c1[N+](=O)[O-])OC(C)C2 (stereo not given)	0.1%
COc1ccc(NS(=O)(=O)c2cc(NC(=O)COc3ccccc3)ccc2N2CCOCC2)cc1	5.0%
Cc1cc2oc(=O)cc(-c3ccccc3)c2c(C)c1-c1ccc(OC(F)(F)F)cc1	0.2%

Grouped by structure, those above with a thiophene ring, fused or not.
SMILES	K1F lysis inhibition
Cc1cc(C(=O)CCC(=O)NC(C)c2ccc(S(N)(=O)=O)cc2)c(C)s1 (stereo not given)	1.2%[50 µM]
CCC(CC)NC(=O)CN1CCN(S(=O)(=O)c2ccc(Br)s2)CC1	0.7%[50 µM]
Cc1ccc(NC(=O)c2cccs2)cc1NC(=O)c1ccccc1Cl	0.3%
C=CCn1c(SCC(=O)NCC)nc2sc3c(c2c1=O)CCC3	-0.1%

Further results
SMILES	K1F lysis inhibition
CC(C)c1ccccc1OCC(=O)Nc1cc(S(=O)(=O)N2CCOCC2)ccc1N1CCCC1	0.3%[50 µM]
O=C(CSc1ncccn1)N1CCCC1	-0.7%
COc1ccc(C(=O)N/C(=C\c2cn(C)c3ccccc23)C(=O)N2CCN(C)CC2)cc1OC	0.4%
COc1ccccc1CCC(=O)Nc1ccc2c(c1)CN(Cc1ccc(CO)o1)CC2	0.0%
Cc1cc(C)n(CC(C)(O)c2ccccc2)n1 (stereo not given)	0.7%
CN(C(=O)COC(=O)CNC(=O)C12CC3CC(CC(C3)C1)C2)c1ccccc1	1.0%[50 µM]
NC(=O)C1(C(=O)O)OC1(c1ccc(Cl)cc1)c1ccccc1Cl (stereo not given)	1.8%
COc1ccc(C2/C(=C(\O)c3ccc4c(c3)OCCO4)C(=O)C(=O)N2c2nc(C)c(C(C)=O)s2)cc1 (stereo not given)	0.2%
O=C(NCc1ccc(Cl)cc1)C(=O)NCC1CCCN1S(=O)(=O)c1cccs1 (stereo not given)	0.6%[50 µM]
Cc1ccc(NC(=O)c2ccco2)c(NC(=O)c2ccccc2C)c1	0.2%
Cc1cc(NC(=O)COC(=O)c2ccc(OC(F)(F)F)cc2)no1	0.5%[50 µM]
COc1ccccc1C(=O)NNC(=O)CCC(=O)NCc1ccccc1	1.3%[50 µM]
Cc1cc(C(=O)OCC(=O)NC2CC2)ccc1[N+](=O)[O-]	0.8%[50 µM]
C/C(=N\NC(=O)c1nnn(-c2nonc2N)c1CN(C)c1ccccc1)c1cccnc1	-0.3%
CCCCOc1ccc(OCCNC(=O)c2ccco2)cc1	0.3%
O=C(N/N=C/c1cccnc1)c1cccc(Cl)c1	0.2%
CCc1cccc(C)c1NC(=O)CCNC(=O)c1cccc(C)c1	0.0%
CC(CCc1ccccc1)NC(=O)Cc1ccc(Br)cc1 (stereo not given)	-0.6%
CCOC(=O)C1=C(N)Oc2ccc3ccccc3c2C1c1cccc(O)c1 (stereo not given)	0.1%
Nc1ccc(S(=O)(=O)NCc2ccccn2)cc1	0.1%
COc1cccc2c1O/C(=N\O)C(C(=O)Nc1ccc(C)cc1)C2 (stereo not given)	0.1%
CCN(C1CCCCC1)S(=O)(=O)c1cc2c3c(c1)CCN3C(=O)CC2	0.4%[50 µM]
COc1ccc(CNC(=O)c2nc(S(=O)(=O)Cc3ccccc3)ncc2Cl)cc1	-0.8%
O=C(Nc1ccncc1)c1ccc(Cl)c([N+](=O)[O-])c1	0.2%
COc1ccc(N2C(=O)NC(=O)C2=O)cc1	-0.6%
Further entries:
SMILES	K1F lysis inhibition
Cc1cc(C)cc(C(=O)NCC(=O)NCCc2c[nH]c3ccccc23)c1	-0.1%
Cc1nnc(NC(=O)CN2C(=O)NC3(CCCC3)C2=O)s1	0.6%[50 µM]
COc1ccc(OCC(=O)NCCCNC(=O)COc2ccc(OC)cc2)cc1	-0.1%
Cc1ccsc1/C=N/NC(=O)c1nnn(-c2nonc2N)c1C(C)C	0.0%
CCn1c(C)c(C(=O)O)c2cc(OC)c3ccccc3c21	0.3%
CCOc1ccc(C(=O)CC(C(=O)O)N2CCN(Cc3ccccc3)CC2)cc1 (stereo not given)	-0.8%[50 µM]
COc1cc(C2C(C(=O)c3ccc(C)o3)=C(O)C(=O)N2CCN2CCOCC2)ccc1OCCC(C)C (stereo not given)	-0.3%[50 µM]
O=C(CCN=C1NS(=O)(=O)c2ccccc21)Nc1ccc(F)cc1Cl	0.3%[50 µM]
Cn1c(N2CCN(C(c3ccccc3)c3ccccc3)CC2)nc2ccccc21	0.2%
CN(CC(=O)Nc1cccc(S(=O)(=O)N2CCCC2)c1)CC(=O)Nc1ccc(Cl)c(C(F)(F)F)c1	-1.0%[50 µM]
CCC(NC(=O)CCc1c(C)c2cc3c(-c4ccccc4)coc3cc2oc1=O)C(=O)O (stereo not given)	-0.1%
COc1cc(/C=C/C(=O)O)ccc1OS(=O)(=O)c1c(C)c(C)cc(C)c1C	-0.5%[50 µM]
COc1ccccc1CNCC(O)(c1ccc(F)cc1)c1ccc(F)cc1	0.2%
COc1ccc(S(=O)(=O)N2CCN(c3ccc(F)cc3)CC2)cc1OC	0.0%
Oc1c(Br)cc(Br)c(/C=N/n2c(-c3ccccc3)n[nH]c2=S)c1Br	-0.8%
COc1ccc(N2CC(C(=O)Nc3ccccc3C(=O)NC3CC3)CC2=O)cc1 (stereo not given)	0.1%
CCN(Cc1ccccc1)C(=O)c1c(-c2ccccc2Cl)noc1C	0.1%
Cc1cccc(N2CCN(S(=O)(=O)c3ccc(-c4coc(C)n4)cc3)CC2C)c1 (stereo not given)	0.3%
CC(C)CN(C(=O)COC(=O)CSc1ccc([N+](=O)[O-])cc1)C1CCS(=O)(=O)C1 (stereo not given)	1.3%[50 µM]
O=C(NCCC1=CCCCC1)c1ccc(-n2cncn2)cc1	0.3%[50 µM]
Cc1ccc2c(Cn3ccnc3)cc(=O)oc2c1C	-0.1%
Cc1cc(C(=O)OCC(=O)NCCc2ccc(S(N)(=O)=O)cc2)c2ccccc2n1	0.1%[50 µM]
CN1CCN(C(=O)/C(=C/c2cn(C)c3ccccc23)NC(=O)c2ccccc2)CC1	0.2%
COc1ccc(S(=O)(=O)Nc2c(C(=O)O)[nH]c3ccc(OC)cc23)c(OC)c1	3.3%
COc1ccc(NC(=O)CCC(=O)NCc2ccco2)c([N+](=O)[O-])c1	-0.1%
Continuation:
SMILES	K1F lysis inhibition
CCCCN=C1SC(C(=O)Nc2sc3c(c2C(=O)OC)CCC3)C(N)=C1C(=O)N1CCOCC1 (stereo not given)	0.0%
CCCC(=O)Nc1ccc2c(c1)nc(CCN1CCN(c3ccccn3)CC1)n2C	-0.6%[50 µM]
Cc1ccc(S(=O)(=O)N(C)C)cc1NC(=O)C(C)OC(=O)C1CCC1 (stereo not given)	0.8%[50 µM]
Cc1nnc2ccc(-c3ccc(NS(=O)(=O)c4ccccc4[N+](=O)[O-])cc3)nn12	0.1%[50 µM]
CC(C)c1cc(C(=O)NC2CCCc3c2cnn3-c2ccccc2F)no1 (stereo not given)	0.3%
CC(=O)c1ccc(N(CC(=O)NCc2ccc3c(c2)OCO3)C(=O)c2csnn2)cc1	0.3%
COc1ccccc1C(=O)NCCC(=O)Nc1ccc(C)cn1	0.1%
Cc1ccc(NC(=O)c2cccc(S(=O)(=O)N3CCN(C)CC3)c2)cc1F	-0.1%
Cc1cc(NC(=O)CSc2n[nH]c(-c3ccc(Cl)cc3Cl)n2)no1	0.3%[50 µM]
C/C(=N\NC(=O)c1cc2ccccc2cc1O)c1cccs1	0.1%
CCC(CC)NC(=O)CSc1ccc(S(=O)(=O)N2CCCCC2)cn1	1.1%[50 µM]
CN(Cc1ccc(Cl)cc1Cl)C(=O)CN1C(=O)NC2(CCCC2)C1=O	0.1%[50 µM]
CC(=O)Oc1cccc2c1C(=O)C1CC=CC(OC(C)=O)C1C2=O (stereo not given)	-0.7%
COc1ccc(C2(C)NC(=O)N(CC(=O)NC(C)c3ccc(CC(C)C)cc3)C2=O)cc1 (stereo not given)	0.1%
Cc1ccc2cc(NC(=O)c3ccccc3)ccc2n1	0.1%
Cn1c(=O)oc2cc(S(=O)(=O)CCC(=O)N3CCN(c4ccccc4F)CC3)ccc21	0.1%

Part of the list above, as comma-separated lines:
Compound,K1F lysis inhibition
CC(C)c1cc(C(=O)NC2CCCc3c2cnn3-c2ccccc2F)no1 (stereo not given),0.3%
CC(=O)c1ccc(N(CC(=O)NCc2ccc3c(c2)OCO3)C(=O)c2csnn2)cc1,0.3%
COc1ccccc1C(=O)NCCC(=O)Nc1ccc(C)cn1,0.1%

An excerpt, so the mix of outcomes need not match the whole.
